Bioassay records deposited in PubChem BioAssay by several laboratories.
KCNK3 inh – human KCNK3 channel inhibition, primary screen; O14649; CHO-KCNK3 thallium flux, FluxOR fluorescence; active compounds read low; B-score at 10 µM; actives 0.84% (n = 340,000); AID 602410;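 active = B-score under library mean minus 4 SD, starting fluorescence ratio at most library mean plus 5 SD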;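 also: more negative B-score means stronger inhibition of thallium flux through KCNK3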
Target sequence (O14649 whole entry, looked up): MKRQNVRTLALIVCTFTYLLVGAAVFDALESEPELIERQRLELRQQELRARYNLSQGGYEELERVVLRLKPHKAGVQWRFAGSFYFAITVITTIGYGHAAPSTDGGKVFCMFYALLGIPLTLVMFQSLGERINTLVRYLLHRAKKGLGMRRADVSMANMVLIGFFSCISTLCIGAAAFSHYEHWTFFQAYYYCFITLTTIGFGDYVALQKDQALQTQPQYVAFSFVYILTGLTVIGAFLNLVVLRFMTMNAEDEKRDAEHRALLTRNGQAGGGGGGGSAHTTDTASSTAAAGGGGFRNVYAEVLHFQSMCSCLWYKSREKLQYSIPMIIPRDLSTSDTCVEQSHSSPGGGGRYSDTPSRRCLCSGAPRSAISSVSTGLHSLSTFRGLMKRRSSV
TRPC4 inh – inhibitors of mouse TRPC4 channel; HEK293 TRPC4beta/mu-opioid, DAMGO-evoked Fluo4 calcium flux; active compounds read low; B-score at 10 µM; actives 0.39% (n = 300,000);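 active = B-score over 3 SD under the library average, no early fluorescence shift, positive overall ratio signal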
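test system = HEK293 cells with stable TRPC4beta plus mu-opioid receptor expression | detection = Fluo4 Ca2+ flux fluorescence | read-out = integrated fluorescence ratio relative to baseline, converted to per-well B score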
KCNQ1 pot – human KCNQ1 channel potentiation or activation; B-score at 10 µM; actives 0.35% (n = 310,000); CHO-K1 KCNQ1, thallium flux FluxOR fluorescence; active compounds read high; P51787;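 active = fluorescence ratio B-score, a plate-corrected score, at least three library SD, with initial intensity B-score within 5 SD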
Target sequence (P51787 whole entry, looked up): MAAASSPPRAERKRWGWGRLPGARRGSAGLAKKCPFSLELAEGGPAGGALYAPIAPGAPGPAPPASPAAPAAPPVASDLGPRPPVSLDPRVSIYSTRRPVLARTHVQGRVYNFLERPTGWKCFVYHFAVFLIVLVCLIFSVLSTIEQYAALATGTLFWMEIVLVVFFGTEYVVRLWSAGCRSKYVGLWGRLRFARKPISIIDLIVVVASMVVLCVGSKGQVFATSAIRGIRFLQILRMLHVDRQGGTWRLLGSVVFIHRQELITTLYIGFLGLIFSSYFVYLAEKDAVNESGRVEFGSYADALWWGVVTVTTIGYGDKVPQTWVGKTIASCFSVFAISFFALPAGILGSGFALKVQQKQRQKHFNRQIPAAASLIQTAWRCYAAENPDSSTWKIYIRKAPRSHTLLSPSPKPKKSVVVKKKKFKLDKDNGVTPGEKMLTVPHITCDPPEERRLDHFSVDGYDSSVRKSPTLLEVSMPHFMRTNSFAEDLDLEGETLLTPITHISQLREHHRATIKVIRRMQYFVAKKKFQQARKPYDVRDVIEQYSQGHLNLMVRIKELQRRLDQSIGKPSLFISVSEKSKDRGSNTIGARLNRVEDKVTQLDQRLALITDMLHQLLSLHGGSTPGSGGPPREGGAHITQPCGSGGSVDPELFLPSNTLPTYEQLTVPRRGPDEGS
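Medium – assay buffer, equal DMSO in all wells · Material – CHO-K1 cell line with stable KCNQ1 potassium channel expression · Signal – kinetic FluxOR thallium fluorescence, 10-s 1-Hz baseline, 110-s post-stimulus read · Compound – single concentration per compound, DMSO matched to controls · Schedule – 37 °C overnight plating, 90-min dark dye load, 20-min compound pretreatment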
KCNQ1 inh – inhibitors of human KCNQ1 potassium channel; P51787; CHO-K1 KCNQ1, FluxOR thallium flux fluorescence; active compounds read high; B-score at 10 µM; actives 1.3% (n = 310,000); AID 2642;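 active = compounds whose thallium flux B-score, printed positive for inhibition, exceeds three library SD while starting fluorescence stays within three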;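 also: channel opened by potassium depolarization with thallium stimulus after 20 min compound exposure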
TRPC4 act – opens the mouse TRPC4 cation channel; actives 0.49% (n = 310,000); AID 2237; Q9QUQ5; B-score at 10 µM; HEK293 TRPC4beta/mu-opioid, Fluo4 calcium fluorescence; active compounds read high;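 active = B-score above 5 SD of library B-scores, and initial fluorescence ratio not above library mean plus 5 SD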;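 also: positive B-score marks a calcium rise read as TRPC4 activation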
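Assay system: HEK293 stable line with TRPC4beta plus mu-opioid receptor. Times: dye 45 min RT, read 110 s. Measured by: kinetic Fluo4 calcium fluorescence. Measure: B score of integrated ratio. Controls: assay buffer as low control, maximal DAMGO as high control.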
hERG protect – hERG (human) protection from proarrhythmic block; CHO-hERG, FluxOR thallium flux, dofetilide IC70 present; actives 0.51% (n = 310,000); Q12809; AID 1511; activation (rescue from dofetilide block), less the hit threshold, % at 10 µM;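 active = activation above the mean of controls blocked by dofetilide plus 5 SD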;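 also: thallium influx through hERG after potassium depolarization seen as dye fluorescence rise; in these data hits start at about 4.7%; inactives centre near -7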
Platelet DG rel – platelet dense granule release activity. human platelet-rich plasma, SFLLRN dense granule ATP release, luminescence. inhibition, %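 (compounds screened at 7.5 µM in platelet-rich plasma)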. actives 0.22% (n = 300,000);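 active = mean replicate score, as percent of positive control, at or above 50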
DYRK1A inh – inhibitors of rat Dyrk1A kinase; ADP-Glo luminescence, NFATc1 peptide; inhibition, % at 12.5 µM; AID 504441; actives 0.43% (n = 310,000); Q63470; in the data active = inhibition above about 50%;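 also: plate controls were vehicle with enzyme for no effect and no enzyme for full effect; many of its hits are not listed in these tables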
TRPC4 PAM – allosterically enhances the mouse TRPC4 cation channel. Q9QUQ5. HEK293 TRPC4beta/mu-opioid, DAMGO EC20, Fluo-4 Ca2+ flux; active compounds read high. B-score at 10 µM. actives 0.42% (n = 310,000). AID 2227;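 active = B-score of calcium response area above 5 SD of library B-scores, with initial fluorescence ratio within 5 SD of library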;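 also: B-score of integrated fluorescence ratio over time as area under calcium response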
PolyA inhibitor – inhibitors of polyadenylation in S. cerevisiae; calls only at 12 µM; actives 0.02% (n = 300,000); S. cerevisiae SKY197-pL101 polyadenylation reporter, beta-gal luminescence; efflux-impaired pdr1/pdr3 knockout yeast; score 100 = 6 SD above DMSO;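 active = lowest replicate activity score at least 50, where 100 means six control SD above control mean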;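 also: yeast exposed to compound for 9 h at 30 °C; higher score means more reporter readthrough which indicates perturbed polyadenylation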
KCNK9 block – blocks the human KCNK9 two-pore domain potassium channel | Q9NPC2 | HEK293 KCNK9, FluxOR thallium flux fluorescence; active compounds read low | B-score at 10 µM | actives 1.2% (n = 310,000) | AID 488922;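 active = ratio B-score over 3 SD below the library mean, with starting fluorescence within 5 SD of its mean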;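 also: negative B-score means less thallium flux so channel inhibition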
* = called active by the depositor; i = inactive; . = not tested or not shown. An excerpt; the hit share may differ from the screen's.

SMILES	KCNK3 inh	TRPC4 inh	KCNQ1 pot	KCNQ1 inh	TRPC4 act	hERG protect	Platelet DG rel	DYRK1A inh	TRPC4 PAM	PolyA inhibitor	KCNK9 block
CN1CCC(=NNC(=O)C(=O)NC2CCCCC2)CC1	i	i	i	i	i	-7.1	-5.5	-2.7	i	i	i
N=c1c2c3c(sc2nc2n1CCCCC2)CCCC3	i	i	i	i	i	-2.5	6.3	8.3	i	i	i
CCn1c2ccccc2c2cc(NS(=O)(=O)c3ccccc3C)ccc21	i	i	i	i	i	-11.9	1.9	14.5	i	i	i
CCOc1cc(/C=C2\C(=O)NN(c3ccccc3)C2=O)cc([N+](=O)[O-])c1O	i	i	i	i	i	-13.6	-6.8	-4.6	i	i	i
CC(=O)c1cccc(NC(=O)c2nccnc2C(=O)O)c1	i	i	i	i	i	-8.2	-11.0	0.0	i	i	i
CC(C(=O)Nc1ncc2c(n1)CC(C)(C)CC2=O)N1C(=O)c2ccccc2C1=O (stereo not given)	i	i	i	i	i	-4.4	-3.9	7.0	i	i	i
CCc1nnc(NC(=O)CSc2ccc(-c3ccc(-n4cccn4)cc3)nn2)s1	i	i	i	i	i	-13.0	-0.4	.	i	i	i
CC1=C(C(=O)OCc2ccccc2)C(c2ccc(Cl)cc2)NC(=O)N1CCCCCC(=O)O (stereo not given)	i	i	i	i	i	-10.8	-0.1	3.7	i	i	i
Cc1ccc(Cl)cc1NC(=S)N1CCC(c2ccccc2)C1 (stereo not given)	i	i	i	i	i	-10.6	-0.4	-5.8	i	i	i
OCc1nc2ccccc2n1CCOc1ccccc1	i	-6*	i	i	i	-2.1	3.0	5.7	i	i	i
O=C(c1ccc(Cl)c(F)c1F)N1CCCC1	i	i	i	i	i	-13.1	1.8	-2.2	i	i	i
Nc1nc(NCc2ccco2)nc(N2CCCCCC2)c1[N+](=O)[O-]	i	i	i	i	i	-13.9	-12.7	17.3	i	i	i
CCOC(=O)C1CCCN(C(=O)c2cc(-c3ccc(C)cc3)nc3ccccc23)C1 (stereo not given)	-9.71*	i	i	i	i	-30.8	24.4	-3.2	i	i	i
Cc1ccc2nc(CSc3nnc(Cc4cccs4)n3C3CCCCC3)cc(=O)n2c1	i	i	i	i	i	-8.1	-1.3	4.7	i	i	i
Cc1ccc(S(=O)(=O)Cn2nnnc2C(CC(C)C)N2CCN(c3ccc(F)cc3)CC2)cc1 (stereo not given)	i	i	i	i	i	-2.6	-1.9	-3.0	i	i	i
Cc1c(-c2ccccc2)oc2c(C(=O)OCC(=O)Nc3cccc(F)c3)cccc2c1=O	i	i	i	i	i	-11.0	1.8	-5.1	i	i	i
CCn1cc(C(=O)NCCCOC)c(=O)c2cc(S(=O)(=O)N3CCC(C)CC3)ccc21	i	i	i	i	i	-6.2	7.0	-0.7	i	i	i
COC(=O)COc1ccc(S(=O)(=O)N2CCOCC2)cc1C	i	i	i	i	i	-10.8	-16.5	-8.0	i	i	i
COc1ccccc1CNC(=O)c1cc2sccc2n1C	i	i	i	i	i	-6.9	1.2	-1.7	i	i	i
CC(C)CCn1c(NCCN(C)C)nc2c1c(=O)[nH]c(=O)n2C	i	i	i	i	i	-2.2	-1.5	-2.3	i	i	i
O=C(O)c1ccc(Nc2nc(-c3cccnc3)cs2)cc1	i	i	i	i	i	-4.1	-1.3	6.0	i	i	i
Cc1ccc(S(=O)(=O)/C(C#N)=C/c2c[nH]c3ccccc23)cc1	i	i	i	i	i	-10.3	8.2	-2.5	i	i	i
CCc1nnc(SCCSc2nnc(CC)n2N)n1N	i	i	i	i	i	-7.8	1.5	-6.0	i	i	i
O=C1NC(=O)C2(CCc3ccccc32)N1 (stereo not given)	i	i	i	i	i	-0.8	-8.7	3.3	i	i	i
COc1ccc(C2=NO[C@@](CC(=O)O)(C(=O)Nc3ccc4c(c3)OCCO4)C2)cc1	i	i	i	i	i	-0.2	-4.0	-1.7	i	i	i
COc1cccc(CN2CCNC(=O)C2CC(=O)N(C)Cc2cnccn2)c1OC (stereo not given)	i	i	i	i	i	-7.9	9.6	-1.0	i	i	i
CN(C)c1cc(-c2ccccc2)nc(-c2ccccc2)n1	i	i	i	i	i	-10.4	1.9	-5.7	i	i	i
COC(=O)CN(c1ccc2c(c1)OCO2)S(C)(=O)=O	i	.	i	i	i	-7.1	-7.8	-6.1	i	i	i
CCCCNC(=O)c1cn(-c2ccc(OCC)cc2)c(=O)c2cc(OC)c(OC)cc12	i	i	i	i	i	-25.3	2.6	0.6	i	i	i
C=CCN(CC=C)S(=O)(=O)c1ccc(C(=O)Nc2nc3c(s2)CCc2ccccc2-3)cc1	i	i	i	i	i	-10.1	-0.4	-2.0	i	i	i
Cc1sc2ncn(-n3c(C)ccc3C)c(=O)c2c1C	i	i	i	i	i	-6.0	14.8	16.0	i	i	i
CCN(Cc1ccncc1)C(=O)CCc1ccccc1	i	i	i	i	i	-9.1	-8.9	-1.5	i	i	i
COc1cc(NC(=O)COC(=O)CO/N=C(\C)c2ccc3c(c2)OCO3)cc(OC)c1OC	i	i	i	i	i	-8.0	1.4	8.2	i	i	i
Cc1cccc(OC2CCN(Cc3nc(CC4CC4)no3)CC2)c1	i	i	i	i	i	-20.2	-4.3	.	i	i	i
COc1ccc(NC(=O)c2cc(F)cc(F)c2)cc1Cl	i	i	i	i	i	-9.0	-6.7	0.7	i	i	i
C=CCNC(=S)Nc1ccc(F)cc1F	i	i	i	i	i	-4.4	-4.7	-6.1	i	i	i
COc1ccccc1N1CCN(C(=O)C(=O)N/N=C/c2ccccc2F)CC1	i	i	i	i	i	-8.5	28.1	-1.1	i	i	i
O=C(COc1cccc(Cl)c1)NCc1ccccc1	i	i	i	i	i	-8.4	-7.7	.	i	i	i
OC1(c2cccc(F)c2)CCN(Cc2ccncc2)CC1	i	i	i	i	i	-7.8	4.2	-0.2	i	i	i
CC(C)Cn1c(-c2ccc(C#N)cc2)nc2c1c(=O)[nH]c(=O)n2CC(C)C	i	i	i	i	i	-9.0	6.8	-0.3	i	i	i
CCS(=O)(=O)N1CCN(C(=O)c2cccc3ccccc23)CC1	i	i	i	i	i	-0.3	-5.4	12.1	i	i	i
CCC1CCCCN1C(=O)CSc1nc2c(c(=O)n(C)c(=O)n2C)n1C (stereo not given)	i	i	i	i	i	-8.6	-3.6	0.5	i	i	i
COc1ccc(OCC(=O)N2CCCC(CO)(CCOc3ccccc3)C2)cc1 (stereo not given)	i	i	i	i	i	-5.2	7.0	3.7	i	i	i
CCOC(=O)c1cc2c(C(F)(F)F)cc(-c3ccccc3)nc2o1	i	i	i	i	i	-15.0	0.6	4.7	i	i	i
O=C(CSc1nnc(-c2cccs2)n1-c1ccccc1)N1CCOCC1	i	i	i	i	i	-17.6	1.0	5.2	i	i	i
CS(=O)(=O)N(CCc1ccccc1)CC(=O)NCc1ccc2c(c1)OCO2	i	.	i	i	i	-1.7	4.3	-2.7	i	i	i
O=C(Nc1cc(Oc2ccc(Cl)cc2)cc([N+](=O)[O-])c1)c1ccco1	i	i	i	i	i	-10.6	-6.7	-2.9	i	i	-6.99*
O=C1/C(=C/c2coc3ccc(O)cc3c2=O)SC(=S)N1c1ccccc1	i	i	i	i	i	-6.2	-1.0	13.9	i	i	i
CC1CCN(C(=O)c2ccc(-c3ccccc3Cl)o2)CC1	-9.18*	i	i	i	i	-19.8	0.3	34.8	i	i	i
O=C(Cc1csc(Nc2nc(=S)[nH]c3ccccc23)n1)NCCCN1CCN(c2cccc(Cl)c2)CC1	i	i	i	i	i	-6.1	6.5	-6.3	i	i	i
CN(C(=O)COC(=O)C1CCN(S(=O)(=O)c2cccs2)CC1)C1CCS(=O)(=O)C1 (stereo not given)	i	i	i	i	i	-5.2	-1.6	-9.9	i	i	i
Cc1noc(C)c1Cc1c(Cl)cccc1Cl	i	i	i	i	i	-4.1	4.4	0.7	i	i	i
CN(C)c1ccc(/C=C2\SC(=S)N(Nc3ncc(C(F)(F)F)cc3Cl)C2=O)cc1	i	i	i	i	i	-6.7	-0.9	2.0	i	i	i
CC(C)N(C(=O)CN1C(=O)C(=O)c2ccccc21)c1ccccc1	i	i	i	i	i	-10.2	10.6	-6.7	i	i	i
Cc1cc2nc(SCC(=O)Nc3ccccc3C(=O)O)[nH]c2cc1C	i	i	i	i	i	-16.2	1.4	2.9	i	i	i
O=C(Nc1ccc2c(c1)OCCO2)c1ccc(Cl)cc1	i	i	i	i	i	-3.5	8.0	9.8	i	i	i
COc1ccc2nc(SCC(=O)Nc3ccc4c(c3)CCC4)[nH]c2c1	i	i	i	i	i	-12.2	-0.4	-2.2	i	i	i
O=C(CCC1CCCC1)NCCCN1CCOCC1	i	i	i	i	i	-6.8	2.9	-2.7	i	i	i
Cc1cccc(NC(=S)NCc2ccc3c(c2)OCO3)c1	i	i	i	i	i	-3.8	-0.8	6.6	i	i	i
CCO[C@H]1OC(C(N)=O)=C[C@@H](C(C)(C)C)[C@@H]1CCCO	i	i	i	i	i	-2.2	-2.3	-2.5	i	i	i
The listing continues.
SMILES	KCNK3 inh	TRPC4 inh	KCNQ1 pot	KCNQ1 inh	TRPC4 act	hERG protect	Platelet DG rel	DYRK1A inh	TRPC4 PAM	PolyA inhibitor	KCNK9 block
O=C(O)CN1C(=O)NC2NC(=O)NC21 (stereo not given)	i	i	i	i	i	-7.8	7.3	1.1	i	i	i
O=C(NC1=NCCS1)c1ccc([N+](=O)[O-])cc1Cl	i	i	i	i	i	-7.2	-2.3	0.2	i	i	i
Cc1ccc(NS(=O)(=O)c2ccc3c(c2)NC(=O)CCS3)c(Cl)c1	i	i	i	i	i	-9.3	7.7	-1.5	i	i	i
Cc1ccc(N(CC(=O)N/N=C/c2cc(C)n(-c3ccccc3C)c2C)S(C)(=O)=O)cc1	i	i	i	i	i	-6.7	-13.2	-5.7	i	i	i
O=C(NCc1ccc(F)cc1)c1cc2c(s1)CS(=O)(=O)C2	i	i	i	i	i	-11.7	-19.7	-0.6	i	i	i
O=C(Nn1c(-c2ccc(Cl)cc2)nc2ccccc2c1=O)c1cccnc1Cl	i	i	i	i	i	-5.7	11.2	4.5	i	i	i
Cc1nc(C)c(-c2nnc(-c3ccc(C(C)(C)C)cc3)o2)cc1C(=O)NN	i	i	i	i	i	-5.8	-10.6	2.3	i	i	i
